# Compound activity as filed in PubChem BioAssay.
# iPSC survival up: enhancers of single-cell hiPSC survival, primary screen, ATPlite luminescence; survival enhancement, % at 20 µM; 100% = ROCK inhibitor wells, 0% = DMSO; hit rate 0.044% among 360,000; in the data active = survival enhancement above about 18%;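 also: cells exposed to compounds for 16 hours before the ATP read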
# MC4R ag barr: MC4R agonists recruiting beta-arrestin, primary screen, cell-based, luminescence, agonist arm of biased-ligand search; Melanocortin receptor 4 (Homo sapiens), P32245; U2OS MC4R beta-arrestin complementation; percent of melanotan II response, DMSO zero; activation, % at 8.9 µM; hit rate 0.98% among 360,000; AID 540308, 2011;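 active = activation above a per-plate cutoff, the mean activation of sample wells on that plate plus 3 SD, cut at about 8% in these data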
# Exocytosis inh: LAMP-1 surface exposure blockers, TALL-104 cells – cell-based, flow cytometry, MLPCN library, primary screen | TALL-104 LAMP-1 surface exposure; cells stimulated with thapsigargin and PMA | inhibition, % at 10 µM | hit rate 0.66% among 360,000;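 active = inhibition above about 55%, limit read from the data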
# Glyco luc inh: increase of ERlucT glycosylation luciferase signal, primary screen, N-linked glycosylation inhibitor project, D54 ERlucT cells, luminescence, set 2. D54 ERlucT glycosylation luciferase reporter, 24 h; percent of 100 nM tunicamycin response. reporter increase, % at 12.5 µM. hit rate 0.23% among 360,000. AID 588692, 2011;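 active = mean luciferase reporter signal, scaled so untreated is 0 and the glycosylation-blocking control 100, at or above a set limit in every replicate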;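 also: luciferase carries N-glycosylation sites so blocking glycosylation raises the light; 0% = median of neutral control wells and 100% = median of 100 nM tunicamycin wells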
# m5-HT2A agonist: mouse Htr2a agonists via beta-arrestin recruitment, primary screen, cell-based, luminescence; 5-hydroxytryptamine receptor 2A (Mus musculus), P35363; CHO-K1 mHTR2A beta-arrestin complementation; percent of 30 µM serotonin response; activation, % at 7.6 µM; hit rate 0.66% among 360,000; AID 624169, 2012;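 active = activation above a run cutoff, the mean activation of all tested compounds plus 3 SD, cut at about 14% in these data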;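 also: 0% = plate median of compound wells and 100% = 30 µM serotonin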
# ABHD5 PLIN5 PPI: ABHD5-PLIN5 interaction inhibitors, primary screen, cell lysate, split luciferase complementation, luminescence; Perilipin-5 (Homo sapiens) + 1-acylglycerol-3-phosphate O-acyltransferase ABHD5 (Homo …; Split G. princeps luciferase complementation, 4 h; inhibition, % at 4 µM; hit rate 0.78% among 360,000;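 active = inhibition above the mean inhibition across every tested compound plus 3 SD, cut at about 22% in these data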;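 also: 0% = DMSO only wells and the 100% control is not disclosed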
# ABCB6 inh 2: ABCB6 transporter inhibitors, primary screen, K562-ABCB6 cells, flow cytometry, MLPCN library; fluorescence ratio to DMSO, % at 10 µM; ATP-binding cassette sub-family B member 6 (Homo sapiens), Q9NP58; hit rate 0.19% among 360,000; K562-ABCB6 porphyrin accumulation, 1 h; hits give low values; AID 602162, 2011;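 active = fluorescence ratio to DMSO below 75%, the collection mean minus 3 SD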;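 also: signal is porphyrin accumulated inside mitochondria; 100% equals median channel fluorescence of DMSO control wells; lower ratio means ABCB6 inhibition with less porphyrin fluorescence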
# Target sequence (Q9NP58 whole entry, looked up): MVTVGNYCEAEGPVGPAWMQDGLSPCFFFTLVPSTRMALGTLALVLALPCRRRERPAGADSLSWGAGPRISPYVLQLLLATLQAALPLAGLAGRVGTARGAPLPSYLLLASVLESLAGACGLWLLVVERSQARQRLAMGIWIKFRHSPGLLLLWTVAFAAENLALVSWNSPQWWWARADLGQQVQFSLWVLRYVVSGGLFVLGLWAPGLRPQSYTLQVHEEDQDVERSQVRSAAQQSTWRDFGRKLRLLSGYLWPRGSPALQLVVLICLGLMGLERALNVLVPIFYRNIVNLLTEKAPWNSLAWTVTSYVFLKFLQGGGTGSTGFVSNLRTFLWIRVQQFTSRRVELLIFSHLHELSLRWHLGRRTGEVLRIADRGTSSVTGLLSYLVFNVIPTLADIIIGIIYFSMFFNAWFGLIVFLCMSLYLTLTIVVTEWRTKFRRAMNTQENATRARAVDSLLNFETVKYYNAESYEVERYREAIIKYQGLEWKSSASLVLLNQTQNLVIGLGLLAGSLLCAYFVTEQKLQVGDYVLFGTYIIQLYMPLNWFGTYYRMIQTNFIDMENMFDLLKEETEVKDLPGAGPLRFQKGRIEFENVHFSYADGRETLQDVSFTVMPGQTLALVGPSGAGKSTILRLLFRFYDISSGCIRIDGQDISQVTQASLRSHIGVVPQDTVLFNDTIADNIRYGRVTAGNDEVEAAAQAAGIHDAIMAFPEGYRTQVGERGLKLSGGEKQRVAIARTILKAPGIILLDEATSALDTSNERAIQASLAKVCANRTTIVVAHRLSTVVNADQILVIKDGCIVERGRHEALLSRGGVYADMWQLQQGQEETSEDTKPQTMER
# MC4R antag cAMP: MC4R antagonists of cAMP signaling, primary screen, cell-based, TR-FRET, antagonist arm of biased-ligand search; MC4R-expressing cells, MTII-stimulated cAMP, LANCE TR-FRET; inhibition, % at 6.5 µM; hit rate 0.48% among 360,000; AID 540295, 2011;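 active = inhibition above its plate's cutoff, the mean of tested wells on that plate plus 3 SD, cut at about 29% in these data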;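 also: 0% = Melanotan II alone and 100% = Melanotan II plus saturating MCL0020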
#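 System: U2OS-MC4R stable cell line; Technique: Eu-cAMP/anti-cAMP TR-FRET, emission 671 nm; Repeats: single well per compound; Also added: Melanotan II; Dosing: one concentration, 6.5 µM nominal; Schedule: 30-min compound, 1-h challenge, 1-h detection, room temperature.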
# aDG glyco act: activators of alpha-DG glycosylation, primary screen, uHTS, Pro5-aDG cells, AlphaScreen. alpha-DG glycosylation AlphaScreen (IIH6); 0% Pro5, 100% B10-LARGE cell signal. activation, % at 10 µM. hit rate 0.22% among 360,000;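 active = activation of at least 8% versus controls, or a plate z-score of at least 8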;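 also: Pro5 are CHO cells carrying HIG-tagged alpha-DG that lacks glycosylation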
# Cardio protect: cardioprotection against H2O2-induced cell death, primary screen, uHTS, H9c2 cells, ATPLite luminescence | protection from H2O2 cell death, % at 20 µM | hit rate 0.63% among 360,000 | H9c2 cardiomyocytes, H2O2 injury protection, 2 h;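 active = compounds giving at least 50% protection of heart cells from peroxide-induced death in the single-dose screen, raw or plate-pattern-corrected value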;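 also: 0% = DMSO wells with peroxide and 100% = DMSO wells without peroxide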
# Starred values were filed as active, the others as inactive; . = no result given.
SMILES,iPSC survival up,MC4R ag barr,Exocytosis inh,Glyco luc inh,m5-HT2A agonist,ABHD5 PLIN5 PPI,ABCB6 inh 2,MC4R antag cAMP,aDG glyco act,Cardio protect
COc1ccc(OC)c(NC(=O)NCCc2c[nH]c3ccccc23)c1,-0.4,-2.4,1,0,2,10,96,13,0.1,-1
COC(=O)c1ccccc1NC(=O)c1ccc(F)cc1,-0.6,0.9,-2,-1,1,-2,95,11,0.1,-2
Cc1cccnc1NC(=O)c1cc2c(=O)oc3ccccc3c2s1,-1.7,5.0,-3,5,2,1,95,-2,0.0,10
O=[N+]([O-])c1ccc(Cl)c(/C=N/N2CCN(Cc3ccccc3)CC2)c1,-4.1,0.3,1,0,-1,-20,100,9,-0.4,-8
COc1ccccc1CNC(=O)COC(=O)Cc1c[nH]c2ccccc12,0.0,-5.0,-2,1,-7,0,101,-1,0.0,-2
O=C(Cn1cccc1C(=O)c1ccccc1)NCc1cccc(Cl)c1,1.1,-4.3,-2,-1,-3,-1,102,10,0.5,1
COc1cccc(NC(=O)N2CCc3nc(Nc4ccc(C(C)C)cc4)ncc3C2)c1,-1.5,-0.1,5,-14,-6,-8,103,9,0.4,6
Cc1ccc(CNC(=O)C2CC2c2ccccc2)cc1 (stereo not drawn),0.9,-1.8,3,-3,-1,-1,99,9,-0.1,5
O=c1cnc2ccccc2n1Cc1ccc(Br)cc1,0.3,-0.8,-2,-4,-4,-2,94,-4,0.0,-10
COC(=O)c1ccc(CS(=O)(=O)c2ccccc2C)o1,1.6,0.1,2,1,3,-2,102,6,0.0,2
S=c1[nH]c(-c2ccc(Br)cc2)cn1CCc1ccccc1,-0.7,19*,-2,1,-5,-7,93,4,0.1,-3
Cc1occc1C(=O)N/N=C/c1cccs1,-0.7,-0.9,4,1,1,3,99,-6,0.0,-3
COc1cc(C(=O)NCCC(=O)NC(C)C)cc(OC)c1OC,-0.5,-2.6,-1,1,0,-3,101,8,0.1,-6
CCOC(=O)C1CCCN(C(=O)c2ccc(OC)cc2OC)CC1 (stereo not drawn),1.6,-0.6,1,0,1,-9,100,16,-0.3,6
CCOc1ccc2[nH]c(=O)c(CN(Cc3ccc(F)cc3)C(=O)N3CCCC3)cc2c1,-1.0,0.9,-2,-1,-5,-2,100,13,0.3,20
Cc1ccc(N2C(=O)CN(Cc3ccccc3)C2=S)cc1C,-0.1,0.4,-21,0,1,-27,98,12,0.0,-1
COc1ccc(C2c3[nH]c4ccccc4c3C[C@H]3C(=O)N(c4ccccc4C(=O)NCCN4CCOCC4)C(=O)N23)cc1 (stereo partly drawn),-1.8,-1.3,-4,-2,-2,7,99,11,0.1,17
C=CCN1N=C(c2ccc(NC(=O)c3ccccc3)cc2)CSC1=O,-0.7,7.9,-3,-8,0,-13,84,-4,-0.3,-21
CCOc1cc(CN2CCCC(CNC(=O)c3ccc(F)cc3)C2)ccc1OC (stereo not drawn),0.0,-1.0,-1,-1,2,-4,101,5,-0.2,1
CCOC(=O)C1CCN(C(=S)Nc2cc(OC)c(OC)cc2C(=O)OC)CC1,2.0,-1.7,5,-1,3,-2,88,2,0.1,-1

# Some entries already given, reduced to Glyco luc inh and MC4R antag cAMP.
compound,Glyco luc inh,MC4R antag cAMP
COc1cc(C(=O)NCCC(=O)NC(C)C)cc(OC)c1OC,1,8
CCOC(=O)C1CCCN(C(=O)c2ccc(OC)cc2OC)CC1 (stereo not drawn),0,16
CCOc1ccc2[nH]c(=O)c(CN(Cc3ccc(F)cc3)C(=O)N3CCCC3)cc2c1,-1,13

# Other entries follow:
SMILES,iPSC survival up,MC4R ag barr,Exocytosis inh,Glyco luc inh,m5-HT2A agonist,ABHD5 PLIN5 PPI,ABCB6 inh 2,MC4R antag cAMP,aDG glyco act,Cardio protect
O=C(COc1ccc([N+](=O)[O-])cc1)Nc1ccc(NC(=O)c2ccccc2)cc1,-0.4,-2.6,-1,1,9,-3,93,11,-0.2,-3
O=C(c1ccco1)n1nc(NCc2ccccc2)nc1NCc1ccccc1,-1.6,-1.1,1,-2,-2,2,88,5,0.2,-10
CSc1ccc(C2NC(=O)c3ccccc3N2)cc1 (stereo not drawn),-0.3,-1.9,0,11,-3,3,102,-4,-0.1,10
Cc1nn(-c2ccccc2)c(C)c1NC(=O)COC(=O)c1cc([N+](=O)[O-])ccc1NCCO,-0.7,-4.2,-2,3,-2,6,96,-5,-0.5,8
Cn1c(=O)n(Cc2ccc(Cl)cc2)c(=O)c2c1nc1n2CCN1Cc1ccco1,8.7,-0.1,2,-7,1,11,99,4,0.3,17
CNC(=S)NNC(=O)c1ccc(C(C)(C)C)cc1,0.1,-0.7,3,2,-6,-7,97,0,0.0,-4
COC(=O)N1CCCCC1c1cc(C(=O)NCc2ccc(F)cc2)no1 (stereo not drawn),0.8,-1.2,-8,1,-4,1,100,6,0.3,7
COC(=O)c1ccc(CNC(=O)CN(CCC(C)C)S(=O)(=O)c2ccc3c(c2)OCCO3)cc1,-1.3,-0.9,4,-3,-5,-5,100,3,1.4,-8
Cc1onc(-c2c(F)cccc2Cl)c1C(=O)OCc1nnc(-c2ccccc2)o1,-0.4,-1.1,0,-1,-8,-5,95,3,0.1,-1
O=C(CS(=O)(=O)c1ccccc1)Nc1ccc(S(=O)(=O)Nc2ccccn2)cc1,1.7,-1.4,0,1,-4,-1,102,2,-0.2,-10
CCN1C=C(C(=O)c2ccccc2)C(=O)CC1,-0.2,-2.1,3,1,2,6,99,19,-0.2,7
COc1ccccc1C(=O)NNC(=O)c1nn(Cc2ccccc2)c(=O)c2ccccc12,-0.6,-2.7,-3,6,-2,4,90,20,-0.1,48
Cc1ccc(NC(=S)NCc2ccc3c(c2)cc(C)n3C)c(C)c1,0.1,-4.3,2,0,-3,5,106,2,0.1,-17
CN(c1cccc(NC(=O)c2ccc(CN3CCc4ccccc4C3)cc2)c1)S(C)(=O)=O,-0.3,2.1,-3,-8,4,-3,92,24,0.2,-3
NS(=O)(=O)c1ccc(NC(=S)NCc2ccccc2)cc1,-1.7,-1.8,1,5,2,-2,102,4,0.1,-4
CC(OC(=O)c1cc(Br)ccc1O)C(=O)Nc1ccc(S(=O)(=O)N2CCCC2)cc1 (stereo not drawn),1.1,-0.5,7,-5,-4,-11,93,19,0.3,-18
O=C1CC(c2ccc(OCCCCCOc3ccc(C4CC(=O)NC4=O)cc3)cc2)C(=O)N1 (stereo not drawn),0.2,3.5,4,-1,2,8,96,24,0.0,22
Cc1ccc(S(=O)(=O)N2C[C@]3(O)C[C@@H]4C(=O)N(c5ccccc5)C(=O)[C@@H]4C[C@]3(OC(=O)Nc3cccs3)C2)cc1,-0.7,1.6,0,3,-1,-9,96,13,0.4,-6
CCN1CCN(c2nc(C)c3c(n2)CC(C)CC3=O)CC1 (stereo not drawn),-0.8,-0.7,0,-2,-3,-4,83,4,0.0,-1
O=C(c1ccc(Cl)c([N+](=O)[O-])c1)N(Cc1ccc(Cl)cc1)C1CCS(=O)(=O)C1 (stereo not drawn),0.2,-3.4,2,2,0,6,109,25,0.5,0
CCc1noc(C)c1C(=O)N1CCOCC1,0.6,-1.3,-2,2,2,-3,104,6,0.4,0
O=C(CNS(=O)(=O)c1ccc(Br)s1)N1CCN(c2ccc(F)cc2)CC1,-0.1,1.0,0,-1,-4,-6,93,4,0.3,-10
COc1ccccc1CNC(=O)Cn1c(=O)oc2cc(Cl)ccc21,-0.2,-1.4,-4,0,-2,-2,97,5,0.0,0
COC(=O)[C@@]1(C(C)C)N=C(c2cc(OC)c(OC)c(OC)c2)[C@]2(O1)C(=O)Nc1ccc(F)cc12,-0.5,.,-7,.,2,1,94,.,-0.1,.
CN1CC[C@]2(CCN3CCc4c(oc5ccccc45)[C@@H]3C2)N(C)C1=O,-0.5,0.2,-1,9,8,3,96,1,-0.2,-4
O=[N+]([O-])c1ccc(Cl)c(/C=N/N2CCN(Cc3ccccc3Cl)CC2)c1,2.3,-0.4,38,2,-6,-11,107,-15,-0.5,-18
CNS(=O)(=O)c1ccc(Oc2ccc(S(=O)(=O)NC)cc2)cc1,-3.2,-1.8,-1,-5,4,-1,93,4,0.5,-18
COc1ccccc1/C=C/C(=O)NCC(=O)N/N=C/c1ccc2c(c1)OCO2,2.6,-2.3,-1,1,-2,1,100,1,0.1,12
Cc1cccc(C)c1NC(=O)CNC(=O)Cc1ccc(Br)cc1,-1.3,-0.3,0,1,7,8,102,15,0.2,0
Cc1cc(C)c(NC(=O)CSc2nncn2-c2cccnc2)c(C)c1,1.8,-1.1,-2,0,0,2,95,22,-0.5,1
O=C(COC(=O)COc1ccc(Cl)cc1)NC1CCCC1,0.2,-0.2,0,-1,5,2,99,9,0.2,7
O=C1CC(c2ccc3c(c2)OCO3)c2cc3c(cc2N1)OCO3 (stereo not drawn),8.3,-0.8,4,-2,-2,2,94,6,0.2,-14
CCOC(=O)c1cccc(C2=CC(=O)C[C@H](c3ccc(Cl)cc3)C2)c1,0.4,-0.5,7,-6,2,-2,95,7,0.2,-16
COc1ccc(C2CC(=O)N(C)c3ccccc3S2)cc1 (stereo not drawn),0.2,-0.5,-3,19,-1,0,100,8,-0.8,2
Cc1ccnn1CCSCC(=O)O,1.6,-0.6,1,2,-3,-1,97,-1,-0.2,10
O=c1[nH]ncc(N/N=C/c2ccccc2)c1Cl,-3.1,-2.2,-4,17,-4,3,99,-2,-0.4,13
COc1ccc(-c2csc(N(C)C(=O)c3ccco3)n2)cc1,-0.3,1.1,17,-2,0,6,91,-2,0.0,5
COc1cc(C)c(C)cc1S(=O)(=O)n1c(C)nc2ccccc21,0.1,-0.3,0,1,-6,4,93,5,-0.1,-2
C/C(=N\NC(=O)Cc1cccn1C)c1ccco1,-0.5,-0.1,-8,2,-4,-1,97,10,0.1,-3
CCN(C(=O)COC(=O)c1cc2c(s1)CCC(C)C2)c1c(N)n(Cc2ccccc2)c(=O)[nH]c1=O (stereo not drawn),8.1,-0.2,-21,-4,-2,-4,101,11,-0.3,-3
NC(=O)c1c(NC(=O)COC(=O)c2ccc(O)c(Cl)c2)sc2c1CCCC2,7.2,-2.1,1,0,5,-3,104,-1,0.3,4
O=C(Nc1ccc(S(=O)(=O)Nc2ncccn2)cc1)c1cncc(Br)c1,-1.2,3.0,3,2,3,19,97,7,0.0,8
